# From PubChem
# CHO-K1 Ca antag – nonselective inhibitor or artifact in parental CHO-K1 cells. ATP-induced calcium, Fluo-8 fluorescence. inhibition, % at 3 µM. 360,000 tested, 0.6% active;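 active = inhibition above a per-plate cutoff, the plate's mean sample inhibition plus 3 SD, cut at about 24% in these data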;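 also: 0% = DMSO plus EC80 ATP and 100% = DMSO alone without ATP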
# CHO parental Ca – ATP-evoked calcium signal inhibitors, parental CHO, primary screen, counter-screen for OX1R antagonist project, cell-based, fluorescence, Fluo-8 calcium dye | parental CHO-K1, ATP-induced calcium, Fluo-8 fluorescence | inhibition, % at 5.6 µM | 330,000 tested, 0.63% active | AID 463079, 2010;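 active = inhibition above that plate's mean sample inhibition plus 3 SD, cut at about 26% in these data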;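 also: 0% = ATP-challenged DMSO wells and 100% = DMSO wells without ATP; some compounds past the cut are filed as inactive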
#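 Assay system: untransfected parental CHO cell line. Also added: ATP agonist challenge. Dosing: one dose, 5.6 µM nominal. Measured by: Fluo-8 fluorescence. Read-out: % inhibition. Benchmarks: ATP wells versus no-ATP DMSO wells. Repeats: no replicates.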
# M4 antag – human M4 muscarinic receptor antagonists, primary screen, CHO cells, Fluo-8 calcium fluorescence; CHO-hM4 cells, ACh EC80; AID 624125, 2012; 360,000 tested, 0.73% active; Muscarinic acetylcholine receptor M4 (Homo sapiens), P08173; inhibition, % at 3 µM;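 active = inhibition above its plate's cutoff, the mean inhibition of sample wells plus 3 SD, cut at about 27% in these data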;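 also: 0% = acetylcholine EC80 with DMSO and 100% = DMSO without agonist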
# Target sequence (P08173 whole entry, looked up): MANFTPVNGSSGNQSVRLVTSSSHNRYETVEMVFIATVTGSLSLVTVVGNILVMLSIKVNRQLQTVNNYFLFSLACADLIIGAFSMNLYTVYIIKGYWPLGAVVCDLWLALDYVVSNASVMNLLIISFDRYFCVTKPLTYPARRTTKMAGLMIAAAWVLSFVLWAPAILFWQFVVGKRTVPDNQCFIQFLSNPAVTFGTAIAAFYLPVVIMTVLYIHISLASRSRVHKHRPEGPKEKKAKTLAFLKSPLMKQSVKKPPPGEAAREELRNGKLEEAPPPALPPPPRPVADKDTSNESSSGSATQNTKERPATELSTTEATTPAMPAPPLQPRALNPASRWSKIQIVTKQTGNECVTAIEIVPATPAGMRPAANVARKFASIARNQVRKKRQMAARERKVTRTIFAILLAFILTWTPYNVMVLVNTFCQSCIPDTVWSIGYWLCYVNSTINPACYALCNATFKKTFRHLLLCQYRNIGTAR
# OXTR potentiate – human OXTR potentiators, primary screen, fluorescence, CHO-OTR cells, Fluo-8 calcium | activation, % at 3 µM | 320,000 tested, 0.061% active | Fluo-8 calcium fluorescence, potentiator mode; 0% = oxytocin EC15, 100% = EC100 | Oxytocin receptor (Homo sapiens), P30559;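 active = activation above that plate's cutoff, the mean activation of tested compounds plus 3 SD, cut at about 6.6% in these data, passing the limit was not always enough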;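 also: 100% uses oxytocin at 75 nM as the full agonist control; some results filed as inactive read as strong as hits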
# Target sequence (P30559 whole entry, looked up): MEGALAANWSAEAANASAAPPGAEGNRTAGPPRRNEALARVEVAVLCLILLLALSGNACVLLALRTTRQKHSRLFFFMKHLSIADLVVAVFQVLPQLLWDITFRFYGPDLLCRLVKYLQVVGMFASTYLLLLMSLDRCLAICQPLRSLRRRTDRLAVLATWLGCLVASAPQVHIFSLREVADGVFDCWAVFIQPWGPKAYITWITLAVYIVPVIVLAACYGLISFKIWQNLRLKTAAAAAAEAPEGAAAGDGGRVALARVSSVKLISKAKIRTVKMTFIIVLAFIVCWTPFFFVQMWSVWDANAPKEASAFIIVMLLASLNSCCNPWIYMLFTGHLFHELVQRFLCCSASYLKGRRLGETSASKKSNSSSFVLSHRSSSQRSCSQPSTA
#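 test system = CHO-OTR cells, human receptor | compound = single-point 3.0 µM | schedule = 6 min compound pre-incubation at room temperature, 100 s kinetic read | signal = Fluo-8 no-wash calcium dye fluorescence, excitation 470-495 nm, emission 515-575 nm | repeats = single well per compound, singlicate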
# M1 antag – human M1 muscarinic receptor antagonists, primary screen, CHO-K1 cells, Fluo-8 calcium fluorescence, 1536-well; Muscarinic acetylcholine receptor M1 (Homo sapiens), P11229; 360,000 tested, 1.3% active; inhibition, % at 3 µM; AID 588852, 2011; CHO-K1 hM1, ACh EC80 antagonist;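 active = percent inhibition above its own plate's cutoff, namely the mean of that plate's compound wells plus 3 SD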;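 also: peak over basal fluorescence ratio during 140 s after agonist addition; 0% = ACh EC80 plus DMSO and 100% = DMSO alone without agonist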
# CHO-K1 Ca ag – counter-screen for M1 agonists: effect in parental CHO-K1 cells | Fluo-8 calcium fluorescence; scaled to maximal ATP response, vehicle zero | 360,000 tested, 0.48% active | AID 602248, 2012 | activation, % at 3 µM; in the data active = activation above about 15%;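 also: untransfected CHO-K1 host cells lacking M1 receptor as counterscreen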
# CHRM1 PAM – human M1 muscarinic receptor positive allosteric modulators, primary screen, CHO-K1 cells, Fluo-8 calcium fluorescence, 1536-well | Muscarinic acetylcholine receptor M1 (Homo sapiens), P11229 | CHO-K1 hM1, ACh EC20; 0% = ACh EC20, 100% = maximal ACh | activation, % at 3 µM | 360,000 tested, 0.088% active | AID 588819, 2011; in the data active = activation above about 19%, passing the limit was not always enough
# M4 ag – human M4 muscarinic receptor agonists, primary screen, CHO-K1 cells, Fluo-8 calcium fluorescence; CHO-K1 hM4/Gqi5; vehicle 0%, full acetylcholine response 100%; Muscarinic acetylcholine receptor M4 (Homo sapiens), P08173; 360,000 tested, 0.14% active; activation, % at 3 µM;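 active = activation above the run mean over all test wells plus 3 SD, cut at about 32% in these data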;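 also: peak over basal fluorescence ratio per well then scaled between controls; 0% = DMSO wells and 100% = acetylcholine at EC100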
# M1 ag – human M1 muscarinic receptor agonists, primary screen, Fluo-8 calcium fluorescence, CHO-K1 cells, HTS; Muscarinic acetylcholine receptor M1 (Homo sapiens), P11229; CHO-K1 hM1, agonist mode; 0% DMSO, 100% acetylcholine EC100; activation, % at 3 µM; 360,000 tested, 0.33% active; AID 588814, 2011;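 active = activation above the run's mean compound activation plus 3 SD, cut at about 16% in these data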;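 also: peak over basal fluorescence ratio within a 140 s kinetic read after compound addition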
# * hit, by the source's call; · = not tested or not shown. Random draw from the library, and some 2.9% of all compounds hit somewhere here.
# Below each compound: M1 antag	M1 ag	CHO-K1 Ca ag	M4 ag	CHO-K1 Ca antag	CHO parental Ca	OXTR potentiate	M4 antag	CHRM1 PAM
> O=C(c1ccccc1)N(Cc1nc2ccccc2c(=O)[nH]1)C1CCCCC1
  1	-6	-0.1	2	9	-23	-8	-4	0
> COc1ccc(-c2cc(C(=O)Nc3c(C)n(C)n(-c4ccccc4)c3=O)c3ccccc3n2)c(OC)c1
  14	-1	4.4	12	-9	-30	-4	6	-8
> CCOC(=O)c1c(C)[nH]c(C(=O)OCc2ccccc2F)c1C
  18	-3	2.7	-1	7	-15	-5	-4	-9
> CC(NC(=O)C(=O)NN=C1CCCCCCC1)c1ccccc1 (stereo not given)
  1	-5	-0.2	1	9	-15	2	-2	-2
> COc1ccc(-c2csc(-c3[nH]cnc3N)n2)cc1
  -7	2	0.7	2	-18	-6	-1	-6	8
> Cc1nc(C(=O)O)cc2c1[nH]c1ccccc12
  -3	-1	-0.1	1	1	-4	-6	1	3
> Cn1c(SCC#N)nnc1-c1cccnc1
  2	-5	-0.4	0	3	-7	6	6	-4
> CCN(CC(=O)Nc1ccc(OC)cc1)C(=O)c1ccc2c(c1)NC(=O)C(C)S2 (stereo not given)
  -4	-3	0.4	2	1	-13	-14	-15	3
> CCc1cc(C(=O)N2CCN(C(=O)c3ccco3)CC2)sc1C
  1	-5	-0.3	1	10	-16	-3	-5	2
> COCCn1c(SCC(=O)Nc2ccc3[nH]c(=O)[nH]c3c2)nc2ccccc2c1=O
  -13	-3	0.3	1	-7	-19	-2	8	11
> O=C(COC(=O)c1ccccc1NCc1ccco1)Nc1ccc2c(c1)OCO2
  -10	-4	1.3	3	-16	-6	-14	-7	5
> Cc1c(C(=O)N2CCCCC2C)sc2nc3n(c(=O)c12)CCC3 (stereo not given)
  1	-1	0.1	1	2	-3	-2	0	8
> CC(C)(C)c1cc2ncnc(N3CCCCC3)c2s1
  -4	-7	-0.4	-1	-3	-14	-16	-6	0
> COc1ccccc1NC(=S)N=Nc1c(O)[nH]c2ccc(Br)cc12
  -14	-4	0.0	1	-4	-18	-2	3	-1
> COc1ccc(-c2c(N)nnc3c2[nH]c2ccccc23)cc1OC
  -7	-4	0.9	4	5	-13	-4	1	-8

# Some of the entries so far, with tabs:
canonical_smiles	M1 antag	M1 ag	CHO-K1 Ca ag	M4 ag	CHO-K1 Ca antag	CHO parental Ca	OXTR potentiate	M4 antag	CHRM1 PAM
CCOC(=O)c1c(C)[nH]c(C(=O)OCc2ccccc2F)c1C	18	-3	2.7	-1	7	-15	-5	-4	-9
CC(NC(=O)C(=O)NN=C1CCCCCCC1)c1ccccc1 (stereo not given)	1	-5	-0.2	1	9	-15	2	-2	-2
COc1ccc(-c2csc(-c3[nH]cnc3N)n2)cc1	-7	2	0.7	2	-18	-6	-1	-6	8
Cc1nc(C(=O)O)cc2c1[nH]c1ccccc12	-3	-1	-0.1	1	1	-4	-6	1	3
Cn1c(SCC#N)nnc1-c1cccnc1	2	-5	-0.4	0	3	-7	6	6	-4
CCN(CC(=O)Nc1ccc(OC)cc1)C(=O)c1ccc2c(c1)NC(=O)C(C)S2 (stereo not given)	-4	-3	0.4	2	1	-13	-14	-15	3
CCc1cc(C(=O)N2CCN(C(=O)c3ccco3)CC2)sc1C	1	-5	-0.3	1	10	-16	-3	-5	2
COCCn1c(SCC(=O)Nc2ccc3[nH]c(=O)[nH]c3c2)nc2ccccc2c1=O	-13	-3	0.3	1	-7	-19	-2	8	11
O=C(COC(=O)c1ccccc1NCc1ccco1)Nc1ccc2c(c1)OCO2	-10	-4	1.3	3	-16	-6	-14	-7	5

# More results follow.
# Below each compound: M1 antag	M1 ag	CHO-K1 Ca ag	M4 ag	CHO-K1 Ca antag	CHO parental Ca	OXTR potentiate	M4 antag	CHRM1 PAM
> Cc1ccc(NC(=O)COC(=O)CNC(=O)c2ccc(Br)cc2)c(C)c1
  -1	-7	0.8	3	4	-13	-11	0	-1
> COc1cc(C(CC(=O)N2CCN(c3ccccc3)CC2)c2c(OC)cc(OC)c3ccc(=O)oc23)cc(OC)c1OC (stereo not given)
  10	-2	-0.9	1	-6	-16	5	-3	4
> Cc1c(/C=N/NC(N)=O)c2ccccn2c1C(=O)c1ccncc1
  -6	-1	1.4	6	-5	-10	-4	6	8
> Nc1cccc(Cl)c1N1CCOCC1
  -10	-1	0.3	0	-11	-4	-2	2	7
> CCOC(=O)N/N=C(\C)c1ccccc1OC(F)F
  -8	-3	2.4	1	-2	-5	-1	16	9
> COc1ccc(C(C(=O)NC2CCCC2)N(Cc2cccnc2)C(=O)Cc2cccs2)c(OC)c1 (stereo not given)
  -21	-3	2.1	1	-13	-21	-7	1	11
> COCc1ccc(CN2CCCC(CO)(Cc3cccc(OC)c3)C2)o1 (stereo not given)
  -8	-8	1.0	1	-15	-29	-1	-12	4
> COc1ccc(C(=O)Nc2ccc(NC(=O)C(C)C)nc2)cc1
  -7	-5	0.6	2	-8	1	-3	9	1
> Cc1ccc(C)c(-n2c(SCC(=O)N3CCCC3)nnc2-c2ccccn2)c1
  -7	-4	0.1	0	-10	-23	-10	-1	4
> CCN(CC)C(=S)Nc1ccc(OC)cc1
  -9	-5	-0.1	1	-3	-4	8	3	10
> O=c1c2cc3c(cc2[nH]c(=S)n1CCN1CCOCC1)OCO3
  10	-2	0.0	1	7	-11	-2	5	6
> CCN(CC)C(=O)Cn1c(=O)n(-c2ccccc2)c(=O)n1CC(=O)N(CC)CC
  -6	-4	4.0	2	-3	-13	-1	-4	0
> CCC1CCCCN1C(=O)NC(=O)c1ccccc1 (stereo not given)
  -5	-2	0.5	1	7	-2	-5	0	3
> CCn1c2ccccc2c2cc(NC(=O)COc3ccccc3OC)ccc21
  0	-8	1.2	1	-2	-16	-15	7	1
> COC1CCN(C(=O)C2CCC(=O)N(C3CCCCCC3)C2)CC1 (stereo not given)
  11	1	6.4	15	-1	6	-6	5	3

# Below each compound: M1 antag	M1 ag	CHO-K1 Ca ag	M4 ag	CHO-K1 Ca antag	CHO parental Ca	OXTR potentiate	M4 antag	CHRM1 PAM
> Cc1ccc(C)n1NC(=O)c1ccc([N+](=O)[O-])cc1
  2	-3	-0.3	1	4	-10	-8	-6	4
> CN=C(Nc1ccc(Cl)cc1)c1cccc(C(F)(F)F)c1
  -9	-3	2.3	4	4	0	-4	6	6
> COc1ccc(CNC(=O)c2sc(=O)n(Cc3ccccc3C)c2C)cc1
  7	34*	17*	24	6	·	·	-22	-7
> CC(C)(C)NC(=O)C(c1ccccc1F)N(Cc1ccco1)C(=O)c1csnn1 (stereo not given)
  0	-3	0.2	0	3	-7	-6	1	10
> CC(=O)Nc1ccc(S(=O)(=O)N2CCN(C(=O)c3ncoc3-c3cccc(F)c3)CC2)cc1
  -14	-3	5.2	7	-21	-7	-11	-18	10
> CC(=O)Nc1ccc(Nc2ncc([N+](=O)[O-])c(Nc3ccc(NC(C)=O)cc3)n2)cc1
  2	-3	0.0	0	5	-11	-4	3	4
> CCOC(=O)C1(CCOc2ccccc2)CCN(Cc2ccc(COC)o2)CC1
  2	-7	7.2	8	0	-15	-15	-3	-4
> COc1cccc(NC(=O)C2CCCN2S(=O)(=O)c2ccc3c(c2)C(C)(C)C(=O)N3C)c1 (stereo not given)
  -1	-5	0.0	0	-8	-10	-4	4	4
> C#CCn1c(=NC(=O)c2ccc(Br)s2)sc2cccc(OC)c21
  -11	-3	1.5	4	-7	-9	-5	-4	6
> Cc1cc(C)c(C)c(S(=O)(=O)Nc2ccc(O)cc2)c1C
  -30	2	3.3	6	-3	-9	-16	-4	4
> O=C1CCC(C(=O)Nc2cccc(Br)c2)N1 (stereo not given)
  -13	-2	0.6	1	-2	-1	-4	-4	5
> COc1ccc(OC)c(-c2cc(C(=O)NC3CCCC3)c3ccccc3n2)c1
  -15	-3	1.1	3	-11	-17	-7	0	10
> O=C1/C(=C/c2cccc(F)c2)CSc2sccc21
  2	-5	-0.6	-1	-8	-30	4	4	-3
> Cc1cc(C)c2c(CN3CCCCC3C)cc(=O)oc2c1 (stereo not given)
  -17	-11	-1.1	-2	-20	-18	-8	9	3
> CCN(CC)C(=O)N1CCN(S(=O)(=O)c2ccccc2)CC1
  -26	-1	0.9	1	-17	6	5	-17	28*

# Below each compound: M1 antag	M1 ag	CHO-K1 Ca ag	M4 ag	CHO-K1 Ca antag	CHO parental Ca	OXTR potentiate	M4 antag	CHRM1 PAM
> O=C(c1ccc(-n2cncn2)c([N+](=O)[O-])c1)N1CCN(c2cccc(Cl)c2)CC1
  -1	0	7.7	6	-4	0	-7	0	1
> O=C(CCc1ccccc1Cl)N1CCN(S(=O)(=O)c2ccccc2)CC1
  2	-1	1.3	3	-2	-24	-8	12	0
> O=C(Nc1nc2ccccc2s1)c1cc2c(s1)-c1ccccc1OC2
  -4	-2	0.2	2	-4	-4	-9	8	-5
> COc1ccc(O)c(C(=O)CC(=O)c2ccccc2C)c1
  6	-4	-0.2	-1	-13	-5	-11	-2	2
> O=c1[nH]cnc2ccsc12
  -5	-4	-0.1	1	-5	4	-20	4	10
> O=C(Nc1nc(-c2ccccc2)cs1)C1CCCCN1S(=O)(=O)c1ccc(Cl)cc1 (stereo not given)
  24	-5	-0.3	0	15	-9	-7	5	-11
> Cc1ccc2nc(/C(C#N)=C/c3ccccc3C(=O)O)[nH]c2c1
  -9	-1	0.6	1	-8	-7	2	-7	2
> COc1ccc(C(=O)Nc2nc3ccccc3[nH]2)cc1
  -8	-5	1.4	5	-21	-10	-6	-2	2
> Cc1ccc(C)c(S(=O)(=O)Nc2cc3c4c(c2)CC(=O)N4CCC3)c1
  -2	1	2.8	3	-6	-16	2	-5	16
> Cc1cccc(NC(=O)NNC(=O)c2ccccn2)c1
  -20	0	-0.3	0	14	-2	-8	6	11
> CCc1nnc(NC(=O)Cn2nc(-c3ccccc3OC)ccc2=O)s1
  -5	-3	0.0	1	3	-6	4	10	2

# Part of the list above in order of heavy-atom count, falling:
# Below each compound: M1 antag	M1 ag	CHO-K1 Ca ag	M4 ag	CHO-K1 Ca antag	CHO parental Ca	OXTR potentiate	M4 antag	CHRM1 PAM
> CCc1nnc(NC(=O)Cn2nc(-c3ccccc3OC)ccc2=O)s1
  -5	-3	0.0	1	3	-6	4	10	2
> Cc1ccc(C)c(S(=O)(=O)Nc2cc3c4c(c2)CC(=O)N4CCC3)c1
  -2	1	2.8	3	-6	-16	2	-5	16
> COc1ccc(O)c(C(=O)CC(=O)c2ccccc2C)c1
  6	-4	-0.2	-1	-13	-5	-11	-2	2
